# TEAD-YAP block = TEAD-YAP interaction inhibition, primary screen, TEAD-YAP interaction inhibitor project, luminescence, HEK-TIYL cells. TEAD-Gal4/YAP UAS-luciferase luminescence. inhibition, % at 9.12 µM. 1.4% of 640,000 active. AID 1259422, 2018; in the data active = inhibition above about 32%;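 note: 0% = median of test compound wells and 100% = reference inhibitor wells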
# GPR151 ag = activators of human GPR151, primary screen, cell-based, PathHunter beta-arrestin, luminescence; 1% of 650,000 active; activation, % at 11.2 µM; PathHunter beta-arrestin GPR151 cells; G-protein coupled receptor 151 (Homo sapiens), Q8TDV0; in the data active = activation above about 4.9%;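 note: 0% = median of compound wells and 100% = cells with positive control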
# FBW7 activator = FBW7 E3 ligase activators, primary screen, biochemical, AlphaScreen, human; AlphaScreen FBW7–phospho-cyclin E peptide binding, activator screen; AID 1259310, 2017; 0.13% of 650,000 active; normalized activity (activation), % at 26.1 µM; F-box/WD repeat-containing protein 7 (Homo sapiens), Q969H0; in the data active = normalized activity above about 1.9%;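 note: purified mutant Fbw7 with reduced substrate affinity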
# Target sequence (Q969H0 whole entry, looked up): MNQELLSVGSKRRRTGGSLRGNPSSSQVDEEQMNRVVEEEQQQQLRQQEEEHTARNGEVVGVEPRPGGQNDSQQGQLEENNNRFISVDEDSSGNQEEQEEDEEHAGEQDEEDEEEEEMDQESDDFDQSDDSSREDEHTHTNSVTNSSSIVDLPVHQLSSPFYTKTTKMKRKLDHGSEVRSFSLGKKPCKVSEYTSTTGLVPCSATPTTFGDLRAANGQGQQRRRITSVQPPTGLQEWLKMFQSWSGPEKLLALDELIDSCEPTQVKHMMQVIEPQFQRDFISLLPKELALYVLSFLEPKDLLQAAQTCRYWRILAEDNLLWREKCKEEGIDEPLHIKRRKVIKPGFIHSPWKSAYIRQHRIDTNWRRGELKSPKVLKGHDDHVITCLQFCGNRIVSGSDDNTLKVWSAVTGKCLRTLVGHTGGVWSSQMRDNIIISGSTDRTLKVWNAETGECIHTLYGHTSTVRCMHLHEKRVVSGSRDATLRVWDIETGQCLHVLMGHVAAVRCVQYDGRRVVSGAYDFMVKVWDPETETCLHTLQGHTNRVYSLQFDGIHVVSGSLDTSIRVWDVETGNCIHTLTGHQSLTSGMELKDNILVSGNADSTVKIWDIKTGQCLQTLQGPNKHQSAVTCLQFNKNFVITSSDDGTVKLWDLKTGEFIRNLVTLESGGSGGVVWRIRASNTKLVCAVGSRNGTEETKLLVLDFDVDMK
# MITF inh = MITF inhibitors, primary screen, biochemical, AlphaScreen, human; 0.91% of 650,000 active; inhibition, % at 2.6 µM; AlphaScreen MITF homodimerization, bead proximity signal; AID 1259374, 2018; Microphthalmia-associated transcription factor (Homo sapiens), O75030; in the data active = inhibition above about 50%;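 note: 0% = vehicle wells with protein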
# Active calls of the source: *. The order is random, and some 3.4% of all compounds hit somewhere here.
# The first 6 compounds, to show the layout:
nr | SMILES | TEAD-YAP block | GPR151 ag | FBW7 activator | MITF inh
1 | COc1cc(/C=C2\SC(=S)N(c3ccc(NC(C)=O)cc3)C2=O)ccc1O | -7 | -0.1 | -0.8 | 14
2 | COc1ccccc1N1CCN(C(=O)c2ccc3c(=O)n(Cc4ccc5c(c4)OCO5)c(=S)[nH]c3c2)CC1 | -2 | -0.4 | 0.0 | -4
3 | CCCN1CCN(c2ncnc3sc(C(=O)Nc4ccccc4C(=O)OCC)c(C)c23)CC1 | -3 | -0.8 | 0.1 | -8
4 | Cc1cc(C(=O)N(C)C(Cc2ccccc2)C2CCN(Cc3ccc(C)o3)CC2)n(C)n1 (stereo not drawn) | 5 | 2.0 | -0.1 | -1
5 | O=C(CSc1cccc2cccnc12)NCc1ccccc1 | -7 | 0.5 | -0.1 | 0
6 | Cc1cc(C)n(-c2cc(N3CCN(CCO)CC3)ccc2[N+](=O)[O-])n1 | 14 | 0.9 | 0.3 | 4

# This part in full, repeating the preview:
nr | SMILES | TEAD-YAP block | GPR151 ag | FBW7 activator | MITF inh
1 | COc1cc(/C=C2\SC(=S)N(c3ccc(NC(C)=O)cc3)C2=O)ccc1O | -7 | -0.1 | -0.8 | 14
2 | COc1ccccc1N1CCN(C(=O)c2ccc3c(=O)n(Cc4ccc5c(c4)OCO5)c(=S)[nH]c3c2)CC1 | -2 | -0.4 | 0.0 | -4
3 | CCCN1CCN(c2ncnc3sc(C(=O)Nc4ccccc4C(=O)OCC)c(C)c23)CC1 | -3 | -0.8 | 0.1 | -8
4 | Cc1cc(C(=O)N(C)C(Cc2ccccc2)C2CCN(Cc3ccc(C)o3)CC2)n(C)n1 (stereo not drawn) | 5 | 2.0 | -0.1 | -1
5 | O=C(CSc1cccc2cccnc12)NCc1ccccc1 | -7 | 0.5 | -0.1 | 0
6 | Cc1cc(C)n(-c2cc(N3CCN(CCO)CC3)ccc2[N+](=O)[O-])n1 | 14 | 0.9 | 0.3 | 4
7 | O=C(Nc1ccc(N2CCOCC2)cc1)NC1CCCCC1 | -30 | -1.8 | -0.2 | 72*
8 | COc1ccc(C2(CC(=O)N3CCNC(=O)C3)CC(=O)N(CCC(C)C)C2=O)cc1 (stereo not drawn) | 1 | -1.6 | -0.2 | -5
9 | CCOc1ccc(NC(=O)[C@@H](NC(=O)c2ccccc2)C(C)C)cc1 | -1 | 0.6 | 0.2 | -8
10 | O=c1cc(N2CCCC2)c(-c2ccccc2)n[nH]1 | -2 | -0.8 | 0.0 | 5
11 | CNc1ccc(Br)cc1C(O)c1ccccc1 (stereo not drawn) | 9 | 1.5 | 0.0 | 6
12 | N#CC1=C(N)C(C#N)(C#N)[C@@H](c2cccnc2)[C@@H]2CCCC=C12 | -5 | 1.5 | -0.2 | 2

# Continuation:
nr | SMILES | TEAD-YAP block | GPR151 ag | FBW7 activator | MITF inh
13 | COc1ccc(/C=C/C(=O)NC(=S)NNC(=O)c2cc(C)[nH]n2)cc1 | -16 | -1.5 | -0.1 | 35
14 | Cc1cccc(-n2cnc3cc(C(=O)N4CCOCC4)ccc32)c1 | -74 | -0.3 | 0.2 | 12
15 | C[C@@H]1NC(=O)[C@@H]2C[C@H](NC(=O)c3cccnc3Oc3ccc(Cl)cc3)CN2C1=O | -1 | -0.7 | 0.7 | 11
16 | Cc1onc(-c2c(Cl)cccc2Cl)c1C(=O)Nc1ccc(F)c(F)c1 | 1 | 1.0 | 0.1 | -5
17 | Cc1ccc(NC(=O)COc2ccccc2)cc1F | -52 | 2.0 | 0.1 | 7
18 | O=C(Cc1ccc(-n2c(=O)[nH]c3ccccc3c2=O)cc1)N1CCN(c2ccccc2)CC1 | 2 | 0.0 | 0.3 | 14
19 | CN(C)S(=O)(=O)c1cccc2nonc12 | 0 | -1.2 | 0.2 | 16
20 | Cc1cccc2sc(NC(=O)c3sc4ncn(Cc5ccccc5F)c(=O)c4c3C)nc12 | 2 | -0.8 | -0.1 | 0
21 | Cn1ncc([N+](=O)[O-])c1C(=O)Nc1ccc2nc(-c3ccccc3)[nH]c2c1 | -32 | 0.9 | 0.1 | 0
22 | N#Cc1c(-c2ccc([N+](=O)[O-])cc2)cc2nc3ccccc3n2c1N | 4 | -1.5 | 0.0 | 0
23 | COC(=O)c1sccc1N/N=C(/C)c1cc(OC)c(OC)c(OC)c1 | -10 | -1.2 | 0.1 | -17
24 | Cc1cc(=O)oc2ccc(OC(=O)Cc3cccs3)cc12 | -4 | 0.2 | -0.1 | 4

# Screen by screen, quoted from above.
# FBW7 activator for entries 16–19 → 0.1, 0.1, 0.3, 0.2
# MITF inh for entries 16–19 → -5, 7, 14, 16

# Remaining list, next part:
nr | SMILES | TEAD-YAP block | GPR151 ag | FBW7 activator | MITF inh
25 | Cn1c(NC(=O)c2cc([N+](=O)[O-])ccc2Cl)cc(=O)n(C)c1=O | -4 | 0.5 | 0.2 | 0
26 | O=c1[nH]ncc(N2CCN(Cc3ccccc3)CC2)c1Cl | 4 | -1.6 | -0.1 | 5
27 | c1ccc2[nH]c(SCCSc3nc4ccccc4[nH]3)nc2c1 | 6 | 0.9 | -0.1 | 8
28 | CCOc1ccc2nc(SCC(=O)Nc3ccc([N+](=O)[O-])cc3OC)c(C#N)cc2c1 | 11 | -0.1 | -0.1 | -9
29 | CS(=O)(=O)N1CCC(C(=O)N2CCN(c3nc4c(Cl)cccc4s3)CC2)CC1 | 6 | 3.8 | 0.1 | 10
30 | CCCN(C(=O)COc1ccc(C#N)cc1)c1c(N)n(Cc2ccccc2)c(=O)[nH]c1=O | 4 | -0.4 | 0.3 | 6
31 | NC(=O)N/N=C/c1cc2c(cc1[N+](=O)[O-])OCO2 | 0 | 0.7 | -0.1 | 4
32 | O=C1CSC(c2ccc(F)cc2)N1c1ccc(Br)cc1 (stereo not drawn) | 7 | -0.8 | 0.0 | 13
33 | CC1=C(C(=O)OC(C)C)C(c2cccc(Cl)c2)NC(=O)N1 (stereo not drawn) | -14 | -0.7 | 0.1 | -6
34 | O=C(O)C1C2C=CC3(CN(CC(O)COc4ccccc4)C(=O)C13)O2 (stereo not drawn) | 2 | 1.0 | 0.1 | 4
35 | CCc1ccc(OCC(=O)NCCOC)cc1 | -2 | -0.3 | -0.1 | 6
36 | Cc1c(C(=O)N2CCN(c3ccccc3F)CC2)sc2ncnc(N(C)c3ccccc3)c12 | -2 | 2.6 | 0.0 | -7

# (further entries)
nr | SMILES | TEAD-YAP block | GPR151 ag | FBW7 activator | MITF inh
37 | COc1cccc(N2C(=O)NC(=O)/C(=C/c3ccc(O)c(O)c3)C2=O)c1 | -3 | 5.1* | -0.1 | -24
38 | O=C(Cc1ccc(Cl)cc1)Nc1ncn[nH]1 | 3 | 0.2 | -0.2 | 16
39 | Cc1ccc(C)c(CN2CCOc3ccc(CN4CCC(O)CC4)cc3C2)c1 | 1 | -0.3 | -0.1 | 5
40 | COc1ccc(NC(=O)c2ccc(NCCN3C(=O)CCC3=O)c([N+](=O)[O-])c2)cc1 | -6 | 0.1 | -0.2 | 0
41 | Cc1cccc(NC(=O)Cc2nnc(NC(=O)Nc3ccc(F)cc3)s2)c1 | 0 | 1.5 | 0.0 | -4
42 | Cc1ccc(S(=O)(=O)N(C)CC(=O)OCC(=O)c2ccccc2)cc1 | -6 | -0.5 | -0.1 | 2
43 | C=CCSc1nnc2c(n1)OC(c1cccc(F)c1)Nc1ccccc1-2 (stereo not drawn) | -7 | 1.0 | 0.1 | 11
44 | CCOc1ccccc1N(CC(=O)NC(C)(C)C)C(=O)CCC(=O)Nc1cc(C)ccn1 | -3 | 0.9 | 0.2 | 3
45 | Fc1ccc(CN2CCN(C3CCCCCC3)CC2)cc1 | 8 | 1.7 | -0.2 | 64*
46 | O=C(O)CCNC(=O)c1ccc(NC(=O)Cc2ccc(Cl)cc2)cc1 | -3 | -0.2 | 0.0 | 5
47 | c1ccc(Oc2ccccc2-c2ccnc(NC3CCCCC3)c2)cc1 | 9 | 0.1 | -0.1 | 6
48 | Cc1ccccc1NC(=O)CCc1c(C)nc2nc[nH]n2c1=O | 1 | 0.4 | -0.2 | -12

# Further structures follow:
nr | SMILES | TEAD-YAP block | GPR151 ag | FBW7 activator | MITF inh
49 | O=C(CSc1ncnc2scc(-c3ccccc3)c12)N1CCOCC1 | 4 | -2.1 | -0.1 | 10
50 | CCOc1ccc2cc(S(=O)(=O)NCc3ccccc3)ccc2c1 | 8 | 5.2* | -0.1 | 7
51 | COc1ccc(NC(=O)Cn2c(=O)n(-c3ccc(F)cc3)c(=O)c3sccc32)cc1 | 2 | -0.4 | 0.1 | -9
52 | O=C(c1cccs1)c1conc1C(=O)c1ccc([N+](=O)[O-])cc1 | -2 | 1.8 | 0.0 | 5
53 | Cc1ccc(-c2nc(NC(=O)c3cccc4ccccc34)sc2-c2ccccc2)cc1 | -8 | -0.2 | 0.0 | 2
54 | Fc1ccccc1-c1cc(NCCCN2CCOCC2)nc(-c2ccccn2)n1 | 37* | 1.1 | -0.7 | 17
55 | NS(=O)(=O)c1ccc(CNc2ccc3ncc(-c4ccc(O)cc4)n3n2)cc1 | -1 | -0.7 | -0.2 | -2
56 | CCOc1ccc(NC(=O)CSc2nc3c(c(=O)n2-c2ccc(Br)cc2)SCC3)cc1 | 12 | 1.7 | 0.1 | 12
57 | C=CCOC(=O)C1=C(C)NC2=C(C(=O)CC(C)(C)C2)C1c1cc(Br)c(O)c(OC)c1 (stereo not drawn) | -2 | 1.4 | 0.0 | 4
58 | CCn1c(CSc2ncccn2)nnc1SCC(=O)N1CCc2ccccc21 | -3 | -1.3 | -0.2 | 13
59 | O=C(c1ccc(Nc2nc(-c3ccccc3)c3cc(Cl)ccc3n2)cc1)N1CCN(c2ccccc2)CC1 | -2 | 0.3 | 0.1 | -11
60 | CC(C)(C)c1ccc(Cn2c(S(=O)(=O)CC(N)=O)nc3ccccc32)cc1 | 4 | 0.8 | 0.3 | 7

# Single entries from the entries so far:
# In TEAD-YAP block, cpd 57 is entered as -2
# In TEAD-YAP block, cpd 53 is entered as -8
# In GPR151 ag, cpd 55 is entered as -0.7
# In MITF inh, cpd 50 is entered as 7

# Other records follow.
nr | SMILES | TEAD-YAP block | GPR151 ag | FBW7 activator | MITF inh
61 | COc1ccc(CN2C(=O)C3C(C(=O)Nc4ccc(C(C)C)cc4)C4C=CC3(O4)C2C(=O)NC2CCCCC2C)cc1 (stereo not drawn) | -5 | 0.1 | 0.2 | 11
62 | Cc1ccc(/C(O)=C2\C(=O)C(=O)N(c3ccc(S(N)(=O)=O)cc3)C2c2cccc(Br)c2)cc1 (stereo not drawn) | -14 | -1.3 | -0.1 | 5
63 | COCCCNC(=O)C1C2C=CC3(CN(Cc4ccc(C)cc4)C(=O)C13)O2 (stereo not drawn) | 10 | 2.2 | 0.2 | 3
64 | O=C(NCc1ccccc1)C(=O)NCC1CCCO1 (stereo not drawn) | -7 | -1.1 | -0.1 | 12
65 | CCOC(=O)c1ccc(NC(=O)CSCC(=O)OCC(=O)c2ccccc2)cc1 | -5 | 1.3 | 0.0 | 2
66 | CCC1CN(S(=O)(=O)c2c(C)[nH]c(=O)[nH]c2=O)c2cc(Cl)ccc2O1 (stereo not drawn) | -3 | -0.6 | 0.2 | 9
67 | Cc1[nH]n(-c2ccccc2)c(=O)c1/C=N/N/C(=N/c1ccccn1)c1ccccn1 | 12 | 1.6 | -0.6 | 52*
68 | COc1ccccc1C1=N/C(=C\c2ccc(Cl)cc2Cl)C(=O)O1 | -1 | 0.7 | -0.1 | 0
69 | CCOC(=O)CC(NS(=O)(=O)c1cc(Cl)ccc1OC)c1ccc(OC)cc1 (stereo not drawn) | 5 | 4.1 | -0.1 | -1
70 | Cc1ccc(-n2c(=S)[nH]c3ccsc3c2=O)cc1C | -1 | 0.5 | 0.1 | -8
71 | CCN(CC)C(=O)/C(=C/c1cccc([N+](=O)[O-])c1)NC(=O)c1cccc(Br)c1 | 8 | 0.3 | 0.1 | 7
72 | COc1cc2c(cc1NC(=O)c1ccc3ccccc3n1)oc1ccccc12 | 10 | -0.1 | 0.1 | 6

# Complete entries, quoted from the list:
# C=CCSc1nnc2c(n1)OC(c1cccc(F)c1)Nc1ccccc1-2 (stereo not drawn) is listed with TEAD-YAP block = -7; GPR151 ag = 1.0; FBW7 activator = 0.1; MITF inh = 11
# O=C(CSc1ncnc2scc(-c3ccccc3)c12)N1CCOCC1 is listed with TEAD-YAP block = 4; GPR151 ag = -2.1; FBW7 activator = -0.1; MITF inh = 10

# Additional results.
nr | SMILES | TEAD-YAP block | GPR151 ag | FBW7 activator | MITF inh
73 | CC(=O)c1ccc(NC(=O)CN(C)CC(=O)Nc2cccc(F)c2)cc1 | 9 | 0.3 | 0.1 | -12
74 | O=C(Nc1ccccc1)c1cc2ccccc2oc1=Nc1ccc(F)cc1 | -67 | -1.0 | 0.0 | -11
75 | COC(=O)C1=C(C)Nc2c(c(=O)n(C)c(=O)n2C)C1c1ccc(Br)cc1 (stereo not drawn) | -7 | -0.8 | 0.1 | -24
76 | O=S(=O)(Nc1ccc(Nc2ccccc2)cc1)c1ccccc1 | 2 | 1.1 | 0.0 | 16
77 | COc1ccc2[nH]c(=O)c(CN(C(C)=O)c3cccc(C)c3)cc2c1 | 5 | -1.4 | 0.4 | 18

# Screening data deposited in PubChem by The Scripps Research Institute Molecular Screening Center.
